Screens as filed in PubChem.
HCV NS3 hel inh – inhibitors of Hepatitis C virus NS3 helicase | 290,000 tested, 0.56% active | AID 1800 | NS3 helicase DNA unwinding, Cy5 molecular beacon fluorescence | inhibition, % at 10.9 µM;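 active = inhibition above the mean of all tested compounds plus 3 SD, set per campaign, cut at about 35% in these data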;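 note: 0% = DMSO wells and 100% = thioflavine S control wells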
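assay system = NS3 helicase fragment of HCV | buffer or medium = MOPS pH 6.5, MgCl2, DTT, Tween20, BSA | timing = 60 min unwinding reaction at 25 °C after ATP addition | signal = Cy5 beacon fluorescence read at start and 1 h | read-out basis = % inhibition of unwinding | control set = low DMSO, high thioflavine S at 110 µM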
p-CIP stab down – compounds decreasing mouse p/CIP protein stability; Q05BA5; F442A p/CIP-EGFP cells, EGFP fluorescence, 16 h; decrease of EGFP signal, % at 10 µM; 290,000 tested, 0.01% active; AID 1984;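 active = EGFP signal decrease of at least 30% at 10 µM or well 3 SD below plate mean, unless failing retest; inactive = the rest, including hits failing retest or dose response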; note: some compounds called inactive have numbers as strong as hits; many of its hits are not listed in these tables
IDE inh – cellular human IDE inhibition. P14735. HEK cells, FAbetaB cleavage, fluorescence polarization. inhibition, % at 5.59 µM. 320,000 tested, 0.41% active. AID 434962;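 active = percent inhibition above the average of all tested compounds plus 3 SD, set per screening campaign, cut at about 16% in these data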;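 note: IDE supplied by intact live HEK cells; FP after avidin binding of uncleaved biotin substrate so inhibition keeps polarization high; 0% = DMSO wells and 100% = 60 µM reference IDE inhibitor Ii1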
IMP-1 inhibitor – blocks Pseudomonas aeruginosa IMP-1 metallo-beta-lactamase. purified IMP-1, nitrocefin hydrolysis, epi-absorbance fluorescence. inhibition, % at 5.6 µM. 290,000 tested, 0.45% active;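 active = inhibition above the mean plus 3 SD of all compounds in the same screening run, cut at about 4.5% in these data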;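 note: 0% = IMP-1 with DMSO and 100% = DMSO wells lacking enzyme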
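Material – recombinant IMP-1 enzyme, purified · Amount – IMP-1 0.2 nM before substrate addition · Medium – HEPES buffer pH 7.1 with ZnSO4 and Brij 35 · Timing – 25 °C, 15 min preincubation, 25 min reaction · Measured by – plate fluorescence quenching by hydrolysis product, ex 480/em 530 nm · Read-out – percent enzyme inhibition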
VIM-2 inh – inhibitors of Pseudomonas aeruginosa VIM-2 metallo-beta-lactamase. purified VIM-2, nitrocefin hydrolysis, epi-absorbance fluorescence. 290,000 tested, 0.89% active. inhibition, % at 5.6 µM;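 active = inhibition above the mean of all tested compounds plus 3 SD, cutoff set per screening run, cut at about 7.5% in these data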;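 note: red hydrolysis product quenches plate fluorescence so inhibitors raise well fluorescence; 0% = enzyme with DMSO and 100% = DMSO without enzyme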
IDE cell activ – IDE (human) activation, cell-based; P14735; HEK cells, FAbeta-B cleavage, fluorescence polarization; 0% vehicle, 100% cell-free pure enzyme wells; activation, % at 5.96 µM; 340,000 tested, 0.073% active; AID 493087;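 active = activation above the mean of all tested compounds plus 3 SD, set per screening campaign, cut at about 17% in these data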
GalR3 antag – antagonists of human GalR3 | 360,000 tested, 0.44% active | HEK293 GalR3-CNG cAMP membrane potential fluorescence; galR3 body fused to GalR1 C-terminus | inhibition, % at 3 µM | O60755;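 active = inhibition above the screen-wide average plus 3 SD, cut at about 13% in these data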;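 note: forskolin and galanin both at EC90 stimulate the cells; cAMP rise reported by CNG channel membrane potential dye signal; 0% = forskolin plus galanin with DMSO and 100% = forskolin alone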
Target sequence (O60755 1-299 limits assumed): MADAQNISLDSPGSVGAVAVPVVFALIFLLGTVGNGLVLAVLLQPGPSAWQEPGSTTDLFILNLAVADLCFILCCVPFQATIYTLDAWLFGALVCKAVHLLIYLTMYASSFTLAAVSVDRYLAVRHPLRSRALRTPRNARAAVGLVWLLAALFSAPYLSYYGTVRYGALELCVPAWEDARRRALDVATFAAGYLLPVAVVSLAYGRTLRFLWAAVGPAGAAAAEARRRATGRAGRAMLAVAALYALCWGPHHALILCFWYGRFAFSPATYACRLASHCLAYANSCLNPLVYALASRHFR
CRFR2-BP antag – antagonists of CRF-binding protein/CRF-R2 receptor complex; 350,000 tested, 0.59% active; inhibition, % at 11.8 µM; HEK293 CRF-R2/CRF-BP, CRF-induced calcium fluorescence;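 active = inhibition of the ligand-induced calcium signal above about 50% at the single tested concentration, limit read from the data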
SUMO HTRF inh – inhibitors of human SUMOylation (UBC9); HTRF SUMOylation assay, SAE1/SAE2 + UBC9, in vitro; P63279; 290,000 tested, 0.36% active; inhibition, % at 35 µM; in the data active = inhibition above about 50%, passing the limit was not always enough; note: strong numbers were not always called active
Target sequence (P63279 whole entry, looked up): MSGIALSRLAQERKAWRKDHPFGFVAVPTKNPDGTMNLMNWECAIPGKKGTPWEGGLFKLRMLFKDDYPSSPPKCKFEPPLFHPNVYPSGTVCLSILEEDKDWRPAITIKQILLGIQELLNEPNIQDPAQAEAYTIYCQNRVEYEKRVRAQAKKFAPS
* hit, by the source's call; . = no result given.

SMILES	HCV NS3 hel inh	p-CIP stab down	IDE inh	IMP-1 inhibitor	VIM-2 inh	IDE cell activ	GalR3 antag	CRFR2-BP antag	SUMO HTRF inh
COCCn1nnnc1C(c1cccs1)N1CCN(c2cccc(C(F)(F)F)c2)CC1 (stereo unspecified)	-5	-5	-1	-3.5	-1.5	0	-2	35	24
Cc1nn(C)c(C(=O)Nc2c(C)nn(Cc3c(F)c(F)c(F)c(F)c3F)c2C)c1Br	4	-15	.	-2.4	-2.7	0	-4	15	7
CCc1nc(SCC(=O)NC2CCCC2)c2oc3ccccc3c2n1	5	-9	-1	-3.1	-1.7	2	-3	0	27
CNC(=S)NNC(=O)c1oc2nc(-c3ccccc3)cc(C)c2c1N	-1	-5	2	-2.5	0.6	2	3	-8	26
O=C(O)c1cccc(COc2ccc(CO)cc2Cl)c1	.	2	2	.	.	-3	-10	-4	15
N#CC(c1nc2ccccc2nc1N1CCCC1)S(=O)(=O)c1cccs1 (stereo unspecified)	21	-2	2	-5.4	1.2	0	-1	6	78
Cc1ccccc1C(NC(N)=O)c1ccccc1 (stereo unspecified)	-6	-10	2	-4.2	-3.2	3	.	8	12
COc1ccc(CNc2oc(COc3ccccc3Cl)nc2C#N)cc1	-5	0	4	-1.6	-0.8	-4	-3	15	7
CCCOc1cc(N)ccc1C(=O)OCCN(CC)CC	.	.	6	.	.	-7	-2	-14	.
O=C1CSC(c2ccc([N+](=O)[O-])cc2)N1C1CCCCC1 (stereo unspecified)	0	12	0	-2.0	1.4	1	8	-1	-10
CCN(CCCNS(=O)(=O)c1ccc2c(c1)oc(=O)n2C)c1cccc(C)c1	-15	-12	-1	-2.5	1.8	5	1	-5	1
CCOc1cccc2sc(N(CCCN(C)C)C(=O)c3ccc(C(=O)c4ccccc4)cc3)nc12	-41	-2	5	-3.0	-2.3	4	-5	-13	0
COCCCn1c(=O)c2ccccc2n2c(=S)[nH]nc12	-2	-9	1	-1.2	-1.6	1	-9	23	-3
Oc1ccc(C=NC2CCCCC2)cc1	4	1	-3	-1.7	-0.7	4	-5	3	1
O=C(Nc1nc(-c2ccc(Cl)s2)cs1)c1ccco1	0	10	5	-2.5	-0.9	-8	-4	8	-6
Cc1ccsc1/C=C1\CCC(C2CCCC2)C1=O (stereo unspecified)	8	1	-3	-4.2	-4.1	-2	-5	-7	-19
CCC(=O)OCc1c(C(F)(F)F)nn(C)c1Sc1ccc(Cl)cc1	-4	18	3	-0.4	0.1	3	-2	6	-23
Cc1cc(-c2nnc(SCC(=O)c3ccc(Cl)cc3)o2)no1	14	-6	-2	-2.8	-3.8	6	-5	13	-11
CCCCn1nnc(NC(=O)c2ccc(-c3cccc(Cl)c3)o2)n1	0	2	-1	2.8	1.1	-2	.	-9	-14
Cc1cc(=O)oc2c(CN3CCC(C)CC3)c(O)c(Cl)cc12	11	-4	-2	-0.2	-4.4	5	-2	-19	34
O=C1c2cccc3c(N4CCCCC4)ccc(c23)C(=O)N1c1ccc(O)cc1	7	-621	75*	0.6	-1.7	-171	-2	-277	32
CCOC(=O)CSc1nc(N)c(C#N)c(CC(C)C)c1C#N	-12	1	2	-2.0	-1.9	-2	-4	-23	3
CN1C(=O)/C(=C/c2ccccc2OCc2cccc(F)c2)N(C)C1=S	-5	-10	5	-3.5	-1.9	-2	-6	-33	3
O=C(O)c1ccc(Cl)c(S(=O)(=O)Nc2ccccc2C(=O)Nc2ccc(Cl)cc2)c1	-32	5	-4	-0.7	0.7	2	-7	-8	8
O=C(NC1CCCCC1)C(c1ccc(F)cc1)N(Cc1cccs1)C(=O)CN1C(=O)c2ccccc2S1(=O)=O (stereo unspecified)	-4	-15	-5	-1.7	-1.4	2	-9	-8	9
O=C(O)/C=C/C(=O)N(CC1CCCO1)C1CC(=O)N(c2c(Cl)cccc2Cl)C1=O (stereo unspecified)	1	2	-1	-1.3	-1.9	8	-5	13	8
CCOc1ccccc1NC(=O)C(NCCc1ccc(OC)cc1)c1ccccc1 (stereo unspecified)	-21	-20	.	-2.6	-2.2	2	3	17	-4
C/C(=N\NC(=O)c1ccccc1[N+](=O)[O-])c1c(O)cc(C)oc1=O	2	-6	-4	-4.3	-1.0	1	-1	-35	11
CCOC(=O)CSc1nnc(C)n1N	4	4	1	-3.0	-2.5	2	0	-26	-6
C/C(=N/OCO/N=C(\C)c1ccccc1F)c1ccccc1F	-6	-13	4	-2.4	0.6	-1	-3	24	-1
O=C(Nc1ncccc1Cl)C(Sc1ccccc1)c1ccccc1 (stereo unspecified)	-11	4	3	-1.6	-2.8	1	-4	6	26
O=S(=O)(c1ccc2c(c1)OCCCO2)N1CCNCC1	1	0	3	-1.3	0.1	3	-3	2	0
O=C1NC(c2ccccc2Cl)Nc2ccccc21 (stereo unspecified)	-1	1	1	-4.0	-1.3	2	-3	0	9
Cc1cccc(NC(=O)C2CC(=O)N(c3ccc4c(c3)OCCO4)C2)n1 (stereo unspecified)	.	.	8	.	.	5	-5	2	.
Cc1nc2c(C(F)(F)F)cccc2c2c1CCS2	10	-8	0	-3.9	-2.7	5	0	-10	19
COc1ccc(NC(=O)Nc2cccc3c2O[C@H](CN(C)S(=O)(=O)c2cccs2)[C@@H](C)CN([C@H](C)CO)C3=O)cc1	.	.	0	.	.	-2	-1	8	.
CCOC(=O)c1cc(CC)sc1N1C(=O)CC(Sc2ccccc2C(=O)O)C1=O (stereo unspecified)	30	-8	3	-0.7	-1.0	-5	-1	-7	13
COC(=O)Cc1c(C)c2c(OCc3nn[nH]n3)cc(C)cc2oc1=O	7	4	0	-1.8	1.6	-4	-3	24	39
Cc1cn([C@H](C(=O)NCCCCCCCCCCC(=O)N2CCN(C(=O)OC(C)(C)C)CC2)[C@@H](C)O)nn1	.	.	0	.	.	0	-4	3	.
FC(F)(F)c1nnc2ccc(NCc3ccccc3)nn12	17	0	7	-2.2	-2.5	5	-1	27	0
CC(C)OCCCNC(=O)C(=O)N/N=C/c1ccc(OCc2ccccc2)cc1	7	-14	-3	-2.6	-2.5	.	-4	-19	8
Cc1ccsc1/C=C1/NC(=O)N(Cc2ccc(F)cc2)C1=O	15	19	2	-0.9	1.7	-4	-6	-44	11
Cc1ccc(NC(=O)CSc2nnc(-c3ccccc3C)o2)cc1C	-3	-21	8	-4.9	-2.3	4	5	19	-14
CCOc1ccccc1C1C(C(N)=O)=C(C)Nc2nc(-c3cccc(C)c3)nn21 (stereo unspecified)	0	.	1	-0.9	-0.1	6	0	3	.
COc1ccc(CC(CC(=O)O)C(=O)Nc2ccc(Cl)c(Cl)c2)cc1 (stereo unspecified)	5	-18	-4	-3.8	-1.0	0	-10	7	8
CCCn1c(SCC(=O)N2CCCc3ccccc32)nnc1-c1ccccn1	9	1	1	-1.9	-1.9	7	4	7	10
CC(C)c1ccccc1NS(=O)(=O)c1cccs1	0	-9	9	-4.5	-0.7	6	-6	-12	-13
COc1ccc(-c2cccc3c2NC(=O)C3=O)cc1OC	.	.	6	.	.	4	-3	3	.
O=C(Cc1c(Cl)cccc1Cl)N/N=C/c1cccnc1	4	3	.	-2.6	-3.0	9	-3	2	6
CCCc1cc(NCCN(C)C)n2c(nc3ccccc32)c1C#N	-1	-4	-3	-4.2	8.3*	-3	-8	3	36
CC(NS(C)(=O)=O)C(c1cccs1)N1CCN(c2ccccc2)CC1 (stereo unspecified)	-5	8	-1	-3.8	1.6	6	4	-8	-43
O=C(c1ccco1)N1CCN(C(c2ccc(Cl)cc2)c2nnnn2Cc2ccccc2)CC1 (stereo unspecified)	-16	-1	3	-2.9	-1.4	-6	-3	15	6
Cc1ccc(NC(=O)CSc2ncccc2C(=O)Oc2cccc([N+](=O)[O-])c2)cc1Cl	-2	8	1	-4.1	-4.3	-3	6	-2	-5
O=C(O)CC(Cc1ccc(Br)cc1)C(=O)Nc1ccccc1 (stereo unspecified)	0	-8	-10	-1.3	-0.9	0	-8	19	14
Cc1ccc(Nc2nc3nonc3[nH]c2=O)cc1	1	-4	0	0.0	0.7	3	0	-18	14
COCCCn1c(=O)c2ccccc2n(Cc2ccc(C)cc2)c1=O	3	-16	0	-3.2	-3.5	-4	-7	6	16
Nc1cc2c(cc1C(=O)c1ccccc1F)OCCO2	7	-4	6	-2.5	-2.2	-3	-6	-6	0
Cc1ccc(OCc2cc(C(=O)N(C)CCc3nc4ccccc4[nH]3)no2)cc1C	-11	11	.	-0.1	-0.9	0	-6	1	-20
Cc1ccc2nc(/C(C#N)=C/c3cn[nH]c3-c3ccc(F)cc3)[nH]c2c1	-13	-11	2	1.2	0.6	5	1	1	16
O=C(NC1CC1)c1cccc(NC(=O)c2cn3ccccc3n2)c1	.	.	-1	.	.	2	1	-8	.

(further entries)
SMILES	HCV NS3 hel inh	p-CIP stab down	IDE inh	IMP-1 inhibitor	VIM-2 inh	IDE cell activ	GalR3 antag	CRFR2-BP antag	SUMO HTRF inh
COc1ccc(-c2oc3ccc(-c4cc(OC)c(OC)c(OC)c4)cc3c2C#Cc2ccsc2)cc1	-9	-3	1	-3.5	-2.2	6	1	1	21
COc1ccc(C(=O)NN2C(=O)C3C4C=CC(O4)C3C2=O)cc1 (stereo unspecified)	8	3	2	-2.3	-5.6	4	-3	-20	-13
CN1CCc2c(sc3nc(NN)n(-c4ccc(Cl)cc4)c(=O)c23)C1	-47	-7	2	-2.3	0.1	6	.	-10	2
CCc1nnc2c(NCCc3ccccc3)nc3ccccc3n12	5	-11	3	-1.7	8.5*	2	-11	-10	15
CC1CCCCC1NC(=O)c1ccc2c(c1)[nH]c(=O)n2C1CCCC1 (stereo unspecified)	-1	-8	1	-4.4	-4.6	-1	-3	5	5
CS(=O)(=O)N1CCN(c2ccc([N+](=O)[O-])cc2F)CC1	12	0	3	2.2	1.1	-1	-1	10	24
O=C(CSc1nnc(CNc2ccccc2)o1)c1ccc2c(c1)OCCO2	-3	-14	2	-1.7	-2.2	3	-6	8	20
CCOC(=O)c1cc(-c2ccc(N)cc2)sc1N	-45	-4	3	-0.5	-2.4	5	-6	11	-22
Cc1ccc(S(=O)(=O)N(Cc2ccc(Cl)cc2)c2ccccc2C(=O)NCc2ccco2)cc1	-7	-13	-9	-1.4	-1.2	6	-8	28	-10

Random excerpt: four records from the list
SMILES	HCV NS3 hel inh	p-CIP stab down	IDE inh	IMP-1 inhibitor	VIM-2 inh	IDE cell activ	GalR3 antag	CRFR2-BP antag	SUMO HTRF inh
CCOC(=O)c1cc(-c2ccc(N)cc2)sc1N	-45	-4	3	-0.5	-2.4	5	-6	11	-22
CCc1nnc2c(NCCc3ccccc3)nc3ccccc3n12	5	-11	3	-1.7	8.5*	2	-11	-10	15
COc1ccc(C(=O)NN2C(=O)C3C4C=CC(O4)C3C2=O)cc1 (stereo unspecified)	8	3	2	-2.3	-5.6	4	-3	-20	-13
O=C(CSc1nnc(CNc2ccccc2)o1)c1ccc2c(c1)OCCO2	-3	-14	2	-1.7	-2.2	3	-6	8	20
